# Source: PubChem BioAssay (several laboratories)
# EBNA-1 inhibitor = blocks EBNA-1 binding to DNA; inhibition, % at 14.8 µM; hit rate 0.34% among 300,000; EBNA-1 DNA binding, fluorescence polarization; in the data active = inhibition above about 28%
# CTSL1 counter = cathepsin L1 inhibition, PFM18AAP counter-screen. recombinant F. hepatica cathepsin L1, Z-Leu-Arg-MCA fluorescence. AID 1906. hit rate 0.49% among 300,000. inhibition, % at 5.96 µM;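 active = inhibition above the mean of all tested compounds plus 3 SD, set per screening campaign, cut at about 17% in these data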;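 note: 0% = plate median of test compound wells and 100% = 1 µM Z-Phe-Ala-diazomethylketone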
# Efflux pump mplx = antifungal efflux pump inhibition, Nile Red retention. S. cerevisiae Candida pump triplex. inhibition, % at 10 µM. hit rate 0.44% among 330,000. AID 485275;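 active = plate passing quality check with inhibition over a set limit, or well fluorescence over plate mean plus 4 SD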;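 note: Nile Red retained in pooled yeast measured as flow cytometry median fluorescence; 0% = buffer negative control and 100% = Enniatin B positive control; higher means more Nile Red kept so more efflux inhibition; some compounds called inactive have numbers as strong as hits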
# PP1 inh = counter-screen for PP5 inhibitors: inhibitors of human PP1-alpha. P62136. inhibition, % at 6.7 µM. purified PP1alpha, OMFP fluorescence. hit rate 0.9% among 320,000;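 active = inhibition above the mean inhibition of all tested compounds plus 3 SD, computed separately for each screening campaign, cut at about 15% in these data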
# Target sequence (P62136 whole entry, looked up): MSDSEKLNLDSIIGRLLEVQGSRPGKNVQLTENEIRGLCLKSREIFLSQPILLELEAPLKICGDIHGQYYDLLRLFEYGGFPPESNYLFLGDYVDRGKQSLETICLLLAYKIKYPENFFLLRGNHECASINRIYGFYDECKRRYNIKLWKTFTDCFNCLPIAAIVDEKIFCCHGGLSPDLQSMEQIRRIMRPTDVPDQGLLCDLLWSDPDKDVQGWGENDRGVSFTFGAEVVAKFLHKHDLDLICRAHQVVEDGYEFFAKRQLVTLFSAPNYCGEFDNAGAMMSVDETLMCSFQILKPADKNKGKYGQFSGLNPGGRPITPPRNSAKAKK
# ZTA counter = blocks Epstein-Barr virus ZTA, an EBNA-1 counter-screen; P03206; ZTA-DNA binding, fluorescence polarization; inhibition, % at 11 µM; hit rate 0.15% among 320,000; in the data active = inhibition above about 33%
# Target sequence (P03206 whole entry, looked up): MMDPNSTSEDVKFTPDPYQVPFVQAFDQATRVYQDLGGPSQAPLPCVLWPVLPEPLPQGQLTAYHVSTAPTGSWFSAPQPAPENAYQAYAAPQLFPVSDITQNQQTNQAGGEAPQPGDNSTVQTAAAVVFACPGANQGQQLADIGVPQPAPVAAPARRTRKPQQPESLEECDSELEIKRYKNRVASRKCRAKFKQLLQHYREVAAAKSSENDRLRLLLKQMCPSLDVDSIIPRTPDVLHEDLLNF
# HCV core dimer = HCV core protein dimerization inhibition | hit rate 0.33% among 300,000 | inhibition, % at 5 µM | TR-FRET GST/Flag-core106 dimerization, 1536-well | AID 1899;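 active = inhibition above the mean of all tested compounds plus 3 SD, set per screening campaign, cut at about 45% in these data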
#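 assay system = GST-tagged and Flag-tagged HCV core protein residues 1-106 | controls = unlabelled core106 and no-GST-core106 wells | incubation = compound-protein-antibody incubation 4 h at 22.5 °C | probe or stimulus = Eu donor and XL665 acceptor anti-tag antibodies | read-out = % inhibition based on acceptor/donor emission ratio | signal = TR-FRET 671 and 617 nm emission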
# PP5 inh = inhibitors of human protein phosphatase 5 (PP5) | hit rate 0.18% among 320,000 | inhibition, % at 6.7 µM | AID 1987 | P53041 | purified PP5c, OMFP substrate fluorescence;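 active = inhibition above the campaign's mean inhibition across all tested compounds plus 3 SD, cut at about 9.5% in these data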;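 note: 0% = DMSO only and 100% = 100 µM cantharidin control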
# PREPL inh = human PREPL enzyme inhibition; hit rate 0.68% among 320,000; inhibition, % at 5.96 µM; recombinant PREPL, fluorescence polarization activity-based probe; in the data active = inhibition above about 43%;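 note: 0% = enzyme with DMSO and 100% = wells lacking enzyme; many of its hits are not listed in these tables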
# TPT1 inh = blocks Candida albicans tRNA 2'-phosphotransferase; recombinant caTPT1, FP RNA substrate dephosphorylation; hit rate 0.81% among 300,000; inhibition, % at 5 µM;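 active = inhibition above the mean of all tested compounds plus 3 SD, set per screening campaign, cut at about 24% in these data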;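 note: plate controls were DMSO alone for no effect and ferristatin control at 100 nM for full effect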
# Numbers without * were called inactive; . = not tested or not shown. Not all compounds are listed; rates above refer to the full screens.
Molecule	EBNA-1 inhibitor	CTSL1 counter	Efflux pump mplx	PP1 inh	ZTA counter	HCV core dimer	PP5 inh	PREPL inh	TPT1 inh
CSc1nc(-c2ccccc2)cc(C(F)(F)F)c1C#N	12	2	-0.1	0	-3	-1	-0.6	11	-2
COc1ccc(N2CCN(C(=O)NC34CC5CC(CC(C5)C3)C4)CC2)cc1	-7	0	0.2	-2	2	5	1.0	11	-2
CC1CN(c2nn3c(=O)c4ccccc4nc3c3ccccc23)CC(C)O1 (centres undefined)	-7	5	0.1	-4	0	12	0.2	6	-3
CCOc1ccccc1CN1C(=O)C2(OCCO2)c2ccccc21	0	0	0.1	0	3	-2	0.9	-3	1
COc1ccc(NC(=O)CN(C)C(=O)CSCc2ccc(C)cc2)cc1	-6	0	0.0	1	-13	1	0.5	0	5
CC(=O)c1ccc(N2CCN(C(=O)CCCn3c(=O)[nH]c4ccc(Br)cc4c3=O)CC2)cc1	-13	4	0.1	-2	0	8	-0.4	-76	0
CCc1nc2nc(C)c(NS(=O)(=O)c3cccs3)c(=O)n2[nH]1	-13	0	-0.4	-1	3	-6	0.7	16	1
COc1ccc(C(=O)NCCCc2ccccc2)cc1	3	0	0.0	-5	1	0	-2.2	4	-4
CC(Sc1nc2c(cc1C#N)CCCCC2)C(=O)O (centres undefined)	1	2	-0.1	-4	-19	-5	-0.2	19	-3
c1ccc2c(c1)nc(N1CCOCC1)c1nnnn12	5	1	0.0	-5	5	2	-1.6	15	-5
O=C(O)c1cccc(OS(=O)(=O)c2cc(Br)ccc2Br)c1	.	.	-0.1	-1	-1	.	0.5	7	.
O=C(O)c1c2c(nc3ccccc13)/C(=C/c1ccccc1[N+](=O)[O-])CCC2	0	1	0.2	5	-5	-2	2.9	1	-3
CC(C)NC(=O)CC(=O)N/N=C/c1ccc(Br)cc1	9	-3	0.0	-4	3	-5	0.9	-2	4
O=C1C=C(/C=C/C2C=CC=CC2)C[C@@H](c2ccc(Cl)cc2)C1 (some centres undefined)	.	.	0.0	13	-24	.	1.9	-14	.
CC1(C)C(Cl)C(=O)C(C(=O)c2ccccc2)C(=O)C1Cl (centres undefined)	-11	-4	0.1	0	12	2	0.5	-8	4
CC(C)(Oc1ccc(Cl)cc1)C(=O)NCc1ccc(S(N)(=O)=O)cc1	-1	-2	0.0	-1	4	1	0.2	-15	-1
COCCCNC(=S)N1CCC(NC(=O)Nc2ccc(C)cc2)CC1	1	5	-0.1	7	-19	-13	4.2	6	-2
Cc1cc(C(=O)CN2C(=O)CN(C)C2=O)c(C)n1-c1cccc(S(=O)(=O)N2CCOCC2)c1	-1	1	0.0	-3	-7	-4	-2.9	19	-1
O=C(Nc1cccc([N+](=O)[O-])c1)Nc1ccc2c(c1)CCC2	12	0	-0.2	6	-11	13	2.1	41	-1
O=C(Cn1c(CCCO)nc2ccccc21)Nc1ccccc1-c1ccccc1	-2	-1	0.3	3	2	10	0.9	-6	2
O=C(NCc1cccnc1)c1cc(-c2cccs2)on1	0	-3	0.2	-1	-10	-9	2.6	2	-5
COc1cc(C(=O)NCC(c2ccco2)N2CCc3ccccc3C2)cc(OC)c1OC (centres undefined)	-6	-1	0.0	-1	-6	1	-0.8	-4	0
Cc1ccnc(NC(=O)c2ccc(Cl)s2)c1	-4	-3	-0.4	-4	-5	0	1.1	-5	-2
Cc1ccc(-n2nc3c([n+]2[O-])CCc2nonc2-3)cc1	-12	1	0.3	-3	-7	6	2.2	9	-3

# Structures above that contain a cyano group (two):
Molecule	EBNA-1 inhibitor	CTSL1 counter	Efflux pump mplx	PP1 inh	ZTA counter	HCV core dimer	PP5 inh	PREPL inh	TPT1 inh
CSc1nc(-c2ccccc2)cc(C(F)(F)F)c1C#N	12	2	-0.1	0	-3	-1	-0.6	11	-2
CC(Sc1nc2c(cc1C#N)CCCCC2)C(=O)O (centres undefined)	1	2	-0.1	-4	-19	-5	-0.2	19	-3

# By substructure, the entries above containing four or more nitrogen atoms
Molecule	EBNA-1 inhibitor	CTSL1 counter	Efflux pump mplx	PP1 inh	ZTA counter	HCV core dimer	PP5 inh	PREPL inh	TPT1 inh
CC1CN(c2nn3c(=O)c4ccccc4nc3c3ccccc23)CC(C)O1 (centres undefined)	-7	5	0.1	-4	0	12	0.2	6	-3
CC(=O)c1ccc(N2CCN(C(=O)CCCn3c(=O)[nH]c4ccc(Br)cc4c3=O)CC2)cc1	-13	4	0.1	-2	0	8	-0.4	-76	0
CCc1nc2nc(C)c(NS(=O)(=O)c3cccs3)c(=O)n2[nH]1	-13	0	-0.4	-1	3	-6	0.7	16	1
c1ccc2c(c1)nc(N1CCOCC1)c1nnnn12	5	1	0.0	-5	5	2	-1.6	15	-5
COCCCNC(=S)N1CCC(NC(=O)Nc2ccc(C)cc2)CC1	1	5	-0.1	7	-19	-13	4.2	6	-2
Cc1cc(C(=O)CN2C(=O)CN(C)C2=O)c(C)n1-c1cccc(S(=O)(=O)N2CCOCC2)c1	-1	1	0.0	-3	-7	-4	-2.9	19	-1
Cc1ccc(-n2nc3c([n+]2[O-])CCc2nonc2-3)cc1	-12	1	0.3	-3	-7	6	2.2	9	-3

# New compounds follow.
# Results follow in this order: EBNA-1 inhibitor	CTSL1 counter	Efflux pump mplx	PP1 inh	ZTA counter	HCV core dimer	PP5 inh	PREPL inh	TPT1 inh
- O=C(CCc1nnc(Cc2ccc(-c3ccccc3)cc2)o1)N1CCCC1
  4	-6	0.8	-5	12	-3	1.5	24	3
- Cc1ccc(S(=O)(=O)N2CCCC2)cc1C(=O)NC1CCCCC1
  -3	-7	0.1	-2	19	3	1.9	12	1
- O=C1Cc2cc(S(=O)(=O)N3CCN(c4cccc(Cl)c4)CC3)ccc2N1
  -9	0	-0.1	6	-4	16	1.5	2	7
- COc1ccc(C(=O)N2CCc3cc(OC)c(OC)cc3C2c2ccc(OC)c(OC)c2)cc1 (centres undefined)
  4	-4	0.1	0	-2	-1	4.2	-5	0
- O=S(=O)(NCc1ccco1)N1CCCCCC1
  -4	-3	-0.1	1	13	-2	3.2	-2	-3
- Cc1ccc2oc(-c3ccc(NC(=O)c4ccncc4)cc3O)nc2c1
  0	2	0.0	2	7	5	0.4	7	-1
- O=C(OCC(=O)N1CCc2ccccc21)c1cccnc1Cl
  12	-1	-0.2	2	6	0	-4.2	4	-3
